# Salmonella PhoP GFP = PhoP regulon inhibitors, Salmonella typhi PhoP promoter GFP reporter, confirmatory (AID 1850); Salmonella Typhi PhoP-promoter GFP reporter, fluorescence, 4 h; higher % means a stronger effect; inhibition, % at 50 µM; hits with a dose series show IC50 in µM; 310,000 compounds, 0.33% hits; in the data active = a potency from the dose series; inconclusive = inhibition mostly from about 25% at the one dose, without a potency; inactive = the rest, 99 in 100 with inhibition below about 19%;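 also: 0% = induced wells with vehicle and 100% = uninduced wells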
# H37Rv inhibition = M. tuberculosis growth inhibition, HTS (AID 449762); M. tuberculosis H37Rv growth inhibition, 7H9 media; higher % means a stronger effect; inhibition, % at 25 µM; hits with a dose series show IC50 in µM; 330,000 compounds, 0.59% hits; in the data active = a potency from the dose series; inconclusive = inhibition above about 70% without an active follow-up result;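 also: bacterial growth assessed after seven days of incubation; strong numbers were not always called active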
# M. tuberculosis = growth inhibition of non-replicating M. tuberculosis (AID 488890). 320,000 compounds, 0.39% hits. Mycobacterium tuberculosis non-replicating, growth inhibition; higher % means a stronger effect. inhibition, % at 25 µM, or IC50 in µM where a hit was titrated; in the data active = a potency from the dose series; inconclusive = inhibition mostly from about 82% at the one dose, without a potency; inactive = the rest, 99 in 100 with inhibition below about 76%;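 also: plate controls were DMSO cells for no effect and high antibiotic wells for full effect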
# H1N1 NS1A inhibition = H1N1 influenza NS1A inhibitors, functional cell based assay (AID 504329); NS1A functional cell-based assay, percent inhibition; higher % means a stronger effect; inhibition, % at 12.5 µM, or IC50 in µM where a hit was titrated; 340,000 compounds, 0.3% hits; in the data active = a potency from the dose series; inconclusive = inhibition above about 27% without an active follow-up result; also: strong numbers were not always called active
# inhibitors of VEEV = inhibitors of VEEV TC-83 cytopathic effect, confirmation, Vero cells (AID 588727); Vero cells, VEEV TC-83 cytopathic effect inhibition; higher % means a stronger effect; 350,000 compounds, 0.13% hits; inhibition, % at 20 µM; hits with a dose series show IC50 in µM; in the data active = a potency from the dose series; inconclusive = inhibition mostly from about 14% at the one dose, without a potency; inactive = the rest, 99 in 100 with inhibition below about 12%; also: strong numbers were not always called active
# inhibitors of VEEV 10K pilot screen = recorded beside inhibitors of VEEV, whose call it bears; inhibition, %; measured here: 10K pilot screen inhibition
# * marks the source's active call; other numbers are inactive results; i = inactive; ? = inconclusive; . = not tested or not shown.
# The opening two records as a preview:
SMILES,Salmonella PhoP GFP,H37Rv inhibition,M. tuberculosis,H1N1 NS1A inhibition,inhibitors of VEEV,others
O=S1(=O)CCN(OCc2ccc(F)cc2Cl)CC1,-8%,7%,6%,-1%,0.6%,
O=C(Cn1nc(-c2ccccc2)ccc1=O)NCCN1CCN(c2cccc(Cl)c2)CC1,-7%,40%,33%,9%,i,inhibitors of VEEV 10K pilot screen=0.0

# All compounds of this part, from the first entry:
SMILES,Salmonella PhoP GFP,H37Rv inhibition,M. tuberculosis,H1N1 NS1A inhibition,inhibitors of VEEV,others
O=S1(=O)CCN(OCc2ccc(F)cc2Cl)CC1,-8%,7%,6%,-1%,0.6%,
O=C(Cn1nc(-c2ccccc2)ccc1=O)NCCN1CCN(c2cccc(Cl)c2)CC1,-7%,40%,33%,9%,i,inhibitors of VEEV 10K pilot screen=0.0
Cc1nc(Nc2nc3ccccc3o2)nc(C)c1C(=O)Nc1ccc(F)cc1,-3%,2%,3%,-5%,2.2%,
CCCCCNC(=O)CC1Nc2c3ccccc3nc(=S)n2C1=O (stereo unspecified),4%,4%,12%,4%,1.6%,
COc1ccc2c(c1OC)C(=O)OC2Nn1cncn1 (stereo unspecified),-17%,2%,-11%,-3%,i,
CC(=O)NC(Cc1ccccc1)C(=O)NC1CCN(C(=O)c2ccc([N+](=O)[O-])cc2)CC1 (stereo unspecified),-7%,-5%,-31%,9%,i,inhibitors of VEEV 10K pilot screen=1.1
COc1ccccc1-c1noc(-c2ccccc2)n1,-5%,2%,32%,-4%,3.3%,
Cc1occc1C(=O)N/N=C/c1ccc[nH]1,-5%,-9%,i,-9%,i,
CC(=O)N1CC(C)Sc2ccc(S(=O)(=O)NCc3ccc(F)cc3)cc21 (stereo unspecified),3%,6%,15%,4%,0.1%,
O=C(O)CCC(=O)OCCCc1cc2ccccc2c(=O)o1,.,6%,7%,15%,0.0%,
Cc1cc(C(=O)OCC(=O)c2cccc([N+](=O)[O-])c2)c2ccccc2n1,1%,-1%,-12%,-1%,0.4%,
CC(=O)Nc1ccc(NC(=O)CCS(=O)(=O)c2ccc3c(c2)oc(=O)n3C)cc1,-1%,-3%,-4%,-2%,2.1%,
CCOc1ccc(CCNC(=O)c2nn(C)c3c2CS(=O)(=O)c2ccccc2-3)cc1,3%,9%,5%,4%,12%,
CCOc1ccccc1NC(=O)NCc1ccccc1,-5%,0%,0%,3%,i,
CC(C)C(=O)Nc1c2c(nn1-c1ccccc1)CSC2,-5%,-3%,-2%,-4%,4.8%,
Cc1cccc(CSCCNC(=O)CN2C(=O)c3ccccc3S2(=O)=O)c1,3%,-2%,6%,12%,i,
CCCCc1ccc(NC(=O)C2CCN(S(C)(=O)=O)CC2)cc1,-7%,?,11%,-1%,1.4%,
O=c1c2ccccc2nc(-c2ccc(Cl)cc2Cl)n1CCCn1ccnc1,1%,-3%,26%,-3%,0.1%,
COc1ccc(C)cc1N(CC(=O)NC1CCCC1)C(=O)CCC(=O)Nc1cc(C)on1,8%,-8%,-10%,5%,0.6%,
O=C(NCCc1ccc(O)cc1)c1ccc(Cl)cc1,-5%,51%,37%,5%,1.3%,inhibitors of VEEV 10K pilot screen=0.9
CCN(CC)c1ccc(NC(=O)CCc2nnc3ccc(N4CCCC4)nn23)c(C)c1,-13%,-2%,53%,12%,6.8%,
COc1ccc(N=C2SCC(=O)N2Cc2ccccc2)cc1,-1%,20%,72%,1%,i,
COc1ccc(NC(=S)NCCCc2ccccc2)cc1,-4%,9%,?,-1%,i,
COc1ccc(OC)c(NS(=O)(=O)c2ccc(Cl)s2)c1,2%,0%,9%,-10%,1.1%,
Cc1ccc(N(C(=O)c2sc(C)nc2C)C(C(=O)NC(C)(C)C)c2ccncc2)cc1 (stereo unspecified),14%,0%,-3%,1%,1.4%,
O=C(Nc1ccc2c(c1)OCO2)C1CC(c2cccc(Br)c2)=NO1 (stereo unspecified),13%,0%,8%,-8%,0.9%,
Cc1c(C(=O)NCC2CCCO2)sc2nc(-c3ccc(F)cc3)cn12 (stereo unspecified),-4%,4%,-17%,7%,8.0%,
COc1ccc(/C=C/C(=O)Nc2cccc(S(=O)(=O)NC3=NCCCCC3)c2)cc1OC,.,-2%,20%,-7%,11%,
C=CCNC(=O)C(=O)NN=C1CCN(C)CC1,5%,-8%,-11%,-5%,1.1%,
O=C(NCc1cccnc1)C1c2ccccc2C(=O)N1Cc1ccccc1 (stereo unspecified),31%,7%,.,-5%,0.8%,
COc1ccc(CCNC(=O)CSc2nc(O)c(CCC(C)C)c(=O)[nH]2)cc1OC,16%,-5%,10%,-2%,i,
CCCN(C(=O)CSCc1ccccc1C)c1c(N)n(Cc2ccccc2)c(=O)[nH]c1=O,9%,-2%,1%,13%,2.1%,
Cc1sc(-c2c(C#N)c(N)nc3c2CCCCCC3)cc1[N+](=O)[O-],10%,5%,2%,-2%,i,
O=C(CN1CCCCC1)Nc1nc(-c2ccccc2)cs1,1%,47%,9%,-2%,0.3%,
CCOC(=O)Cc1csc(/C(=N/O)C(N)=O)n1,2%,-2%,3%,12%,0.1%,
Cc1cc(C(=O)NN)c(Cl)cc1Cl,0%,-2%,4%,-16%,0.3%,
CCc1ccc(NC(=O)CC2C(=O)N(c3cccc(OC)c3)C(=O)N2CCOC)cc1 (stereo unspecified),-9%,4%,15%,-7%,1.8%,
C=CCn1c(C(CC)CC)nc2ccccc21,2%,28%,4%,.,0.1%,
CCCCCCOc1ccc(/C=N/NC(=O)C2CC2)cc1,-6%,-2%,66%,0%,1.2%,
COc1ccccc1N1CCN(C(=O)Oc2ccccc2)CC1,-9%,-2%,0%,-3%,0.7%,
Cc1ccccc1-n1c(SCC(=O)Nc2ccccc2Cl)nc2n[nH]c(C)c2c1=N,-24%,-1%,7%,-3%,12%,
C[C@@H](NC(=O)c1nc[nH]c1C(=O)NCc1ccc(CNC(=O)OC(C)(C)C)cc1)c1ccccc1,.,38%,56%,-6%,9.2%,
COc1ccc(C2/C=C\CN(S(=O)(=O)c3ccc(C)cc3)[C@H](Cc3ccccc3)C(=O)N2Cc2ccc(F)cc2)cc1 (stereo partly specified),4%,5%,20%,6%,i,inhibitors of VEEV 10K pilot screen=3.5
CCOc1ccc(OCC)c(NC(=O)C2CCN(c3nn4c(=O)cc(C)nc4s3)CC2)c1,-4%,0%,-3%,12%,0.2%,
CC(c1ccon1)N(C)Cc1c(C(=O)N(C)Cc2ccccc2)nc2ccccn12 (stereo unspecified),-2%,-11%,-3%,-8%,6.9%,

# Structures from the list above with an aryl thioether with sulfur outside any ring:
SMILES,Salmonella PhoP GFP,H37Rv inhibition,M. tuberculosis,H1N1 NS1A inhibition,inhibitors of VEEV,others
COc1ccc(CCNC(=O)CSc2nc(O)c(CCC(C)C)c(=O)[nH]2)cc1OC,16%,-5%,10%,-2%,i,
Cc1ccccc1-n1c(SCC(=O)Nc2ccccc2Cl)nc2n[nH]c(C)c2c1=N,-24%,-1%,7%,-3%,12%,

# Following part
SMILES,Salmonella PhoP GFP,H37Rv inhibition,M. tuberculosis,H1N1 NS1A inhibition,inhibitors of VEEV,others
COC(=O)c1sc(N2CCN(Cc3ccccc3)CC2)nc1N,2%,6%,44%,6%,0.3%,
O=C(NCc1ccco1)c1ccc(NC(=O)C2COc3ccccc3O2)cc1 (stereo unspecified),-3%,-2%,15%,0%,1.6%,
CCOc1cc(C(=O)N[C@@H](C)C(=O)N2CCC3(CC2)NCCc2[nH]cnc23)cc(OCC)c1OCC,-11%,2%,-1%,9%,1.6%,
CCCc1cc(NCCCN(C)C)n2c(nc3ccccc32)c1C#N,-30%,5%,32%,-7%,i,
CSCCC(NS(=O)(=O)c1cccs1)C(=O)NCc1ccc(C)cc1 (stereo unspecified),7%,7%,-9%,1%,0.0%,
CN(C(=O)CSc1nnc(Nc2ccccc2)s1)C1CCS(=O)(=O)C1 (stereo unspecified),-5%,3%,13%,13%,1.4%,
COc1ccc(CC(=O)Nc2ccc(/C(C)=N/NC(=O)c3cccc([N+](=O)[O-])c3)cc2)cc1,5%,-14%,-9%,15%,0.2%,
COC(=O)c1ccccc1NC(=O)CNc1cc(OC)c(OC)cc1C,-6%,-2%,36%,19%,1.0%,
Cc1cccc(C(=O)Nc2nnc(S(=O)(=O)N3CCC(C)CC3)s2)c1,-7%,11%,-4%,8%,i,
COc1cc(CC(=O)OCC(=O)Nc2ncc(Cl)cc2Cl)cc(OC)c1OC,3%,-6%,13%,0%,0.6%,
CC(=O)Nc1ccc(NC=C(C#N)C#N)cc1,4%,0%,-11%,4%,i,
CC(=O)/C(=N\Nc1ccccc1Cl)Sc1nnc(-c2ccccc2)n1-c1ccccc1,-4%,8%,-4%,2%,1.1%,
CCc1nc(C)ccc1OCC(=O)N(CC)CC,26%,-2%,-10%,-4%,0.6%,
CCn1ncc(-c2ccnc3cc(C(=O)O)nn23)c1C,-6%,-6%,-3%,2%,1.3%,
CC(C)(C)CC(=O)NC(=S)NCc1ccco1,-6%,5%,4.6µM*,-12%,i,
COCCCn1[nH]c2c3c(ccc2c1=O)C(=O)c1ccccc1C3=O,-8%,70%,14%,9%,5.0%,inhibitors of VEEV 10K pilot screen=2.4
CC(=O)C1C(N2CC2)CC2C3CC=C4CC(O)CCC4(C)C3CCC21C (stereo unspecified),.,.,.,3%,7.3%,
CCc1ccccc1NC(=O)N1C2CCCC1CC(NC(=O)C(C)(C)C)C2 (stereo unspecified),-14%,-1%,0%,-1%,1.5%,
Cc1ccnc(N2CCC(C(=O)NCc3ccc(F)cc3)CC2)n1,-22%,3%,10%,-15%,2.4%,
N#Cc1cc2ccccc2nc1SCc1ccccn1,-8%,57%,0%,7%,2.2%,
Oc1cnc2ccccc2c1CN1CCOCC1,-6%,-3%,3%,12%,i,
O=C(CSc1nnc(NC(=O)c2ccco2)s1)NC1CCCC1,3%,0%,5%,2%,3.8%,
Cc1cccnc1NC(=O)C1CCCN1S(=O)(=O)c1ccc(Cl)cc1 (stereo unspecified),-15%,-3%,-1%,-1%,0.9%,
COc1ccccc1CNC(=O)COC(=O)Cc1c(Cl)cccc1Cl,-16%,-1%,15%,-15%,i,inhibitors of VEEV 10K pilot screen=0.2
O=C(Cn1c2c(sc1=O)C1c3ccccc3OCC1CS2)Nc1ccc(Cl)c(Cl)c1 (stereo unspecified),-4%,-4%,8%,3%,0.7%,
COc1ccc(C)cc1S(=O)(=O)N1c2ccc(C)cc2C2CN(C)CCC21 (stereo unspecified),.,.,.,0%,i,
O=[N+]([O-])c1cccc(/C=C/c2ccc3cccc(O)c3n2)c1,3%,69%,?,-6%,0.8%,
O=C(Cn1cnc2ccccc21)Nc1ccc2c(c1)OCCCO2,.,3%,10%,-2%,1.6%,
O=C(COc1nsnc1N1CCOCC1)N/N=C/c1ccccc1O,-1%,-12%,11%,4%,10%,
CC(=O)CC(C)(C)n1c[n+](C)nn1,-6%,-9%,7%,2%,i,
COc1cccc2sc(=NC(=O)CS(=O)(=O)c3ccc(F)cc3)n(C)c12,-10%,-6%,-22%,-8%,7.2%,
CC(C)c1nc(-c2ccccn2)no1,-16%,-1%,-3%,-12%,1.1%,
Cc1ccc(C(=O)NNC(=O)CSc2nnc(C3CC3)n2C)cc1,9%,-1%,-3%,3%,0.7%,
CC(C)Cn1c(SC(C)C(=O)Nc2ccc3c(c2)OCCO3)nc2ccccc2c1=O (stereo unspecified),.,.,.,-3%,0.1%,
CCOc1cccc(CNCCO)c1OCc1ccc(Cl)cc1,28%,3%,10%,-13%,i,
COCCCNC(=O)c1cccc2c(=O)c(C)c(-c3ccccc3)oc12,-8%,-3%,-17%,-6%,2.4%,
S=c1nc(-c2ccccc2Cl)n(Cc2cccnc2)c2c1CCCC2,3%,0%,-1%,2%,0.8%,
c1ccc2c(c1)CCN(c1ncnc3c1[nH]c1ccccc13)C2,-2%,?,?,5%,7.4%,
O=C(NC1CCCC1)c1ccc(CS(=O)(=O)c2ccc(Br)cc2)o1,-6%,-3%,26%,-3%,1.4%,
CCNC(=S)N1CCc2cc(OC)c(OC)cc2C1COc1ccc(OC)cc1 (stereo unspecified),0%,6%,20%,3%,6.9%,
C=CCn1c(=O)c2ccccc2n2c(SCC(=O)NC)nnc12,3%,-8%,-14%,-12%,0.6%,
CS(=O)(=O)c1ccc(Cl)c(NC(=O)Cc2ccsc2)c1,-8%,-3%,15%,-1%,i,

# Assay outcomes: PubChem, Southern Research Specialized Biocontainment Screening Center
